Compound activity as filed in PubChem BioAssay.
H9c2 TAG inh: inhibitors of triacylglycerol accumulation, primary screen, cell-based, uHTS, fluorescence, H9c2; H9c2 cells, Nile Red lipid (TAG) fluorescence; cells loaded with 200 µM oleic acid; inhibition, % at 12.5 µM; 230,000 compounds, 0.66% hits;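 active means pattern-corrected inhibition of lipid staining of at least 50% with the nuclear-stain viability signal not falling by more than 50%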;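 further: 0% = DMSO wells and 100% = triacsin C control wells; some results filed as inactive read as strong as hits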
H9c2 TAG inh DAPI viability: also measured in H9c2 TAG inh; calls as there; DAPI nuclei signal change (viability), lower = more cytotoxic, %;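 whole-well DAPI fluorescence read on a plate reader as a viability signal; minus 50 percent equals half of cells still viable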
Starred values were filed as active, the others as inactive.

Results for CC(=O)Nc1ccc(NC2(C)C(=O)c3ccccc3C2=O)cc1 ?
H9c2 TAG inh: 12; H9c2 TAG inh DAPI viability: -13

Results for Cc1cccc(NC(=O)CSc2cccc3cccnc23)c1C ?
H9c2 TAG inh: 36; H9c2 TAG inh DAPI viability: -17

What do the screens show for `O=C(OCCN1CCOCC1)c1cccs1`?
H9c2 TAG inh: 0; H9c2 TAG inh DAPI viability: -7

How did O=C(NC1CCCCCC1)C(=S)N1CCOCC1 do in these assays?
H9c2 TAG inh: 2; H9c2 TAG inh DAPI viability: -2

How did O=S(=O)(c1ccccc1)N(CC(F)(F)F)c1ccc(C(O)(C(F)(F)F)C(F)(F)F)cc1 do in these assays?
H9c2 TAG inh: -32; H9c2 TAG inh DAPI viability: 9

How did O=C1/C(=C/c2cccnc2)CC/C1=C\c1cccnc1 do in these assays?
H9c2 TAG inh: 3; H9c2 TAG inh DAPI viability: -4

Results for CCNC(=O)CC1C(=O)N(c2ccc(C)cc2)C(=O)N1CCc1ccc(OC)c(OC)c1 (stereo not given) ?
H9c2 TAG inh: 6; H9c2 TAG inh DAPI viability: 3

Results for COc1ccc(N2CCN(C(=O)Cc3ccc(-n4c(=O)[nH]c5ccccc5c4=O)cc3)CC2)cc1 ?
H9c2 TAG inh: -5; H9c2 TAG inh DAPI viability: -2

What do the screens show for `CCCCCCCCCCCCN1[C@@H](CC(=O)O)c2cc(C(F)(F)F)ccc2S1(=O)=O`?
H9c2 TAG inh: 13; H9c2 TAG inh DAPI viability: -5

Results for CCC1(CC)Cc2ccccc2C(=O)N1 ?
H9c2 TAG inh: 17; H9c2 TAG inh DAPI viability: -14

Results for Cc1c(C)n(C(=O)CN2CCN(c3ccccc3)CC2)c2ccccc12 ?
H9c2 TAG inh: -131; H9c2 TAG inh DAPI viability: -4

How did CC(=O)N(Cc1ccc(Br)cc1)c1cccc(C)c1C do in these assays?
H9c2 TAG inh: 11; H9c2 TAG inh DAPI viability: -10

What do the screens show for `COc1cccc(C(=O)NC2CCN(C(=O)N3CCCCC3)CC2)c1`?
H9c2 TAG inh: 0; H9c2 TAG inh DAPI viability: 10

How did CSc1ncccc1C(=O)OCc1ccc(Br)cc1 do in these assays?
H9c2 TAG inh: -25; H9c2 TAG inh DAPI viability: -8

How did NC1=NC[C@H](Cc2ccc(O)cc2)N1CCc1cccc2ccccc12 do in these assays?
H9c2 TAG inh: -3; H9c2 TAG inh DAPI viability: 7

Next part, starting with the last six of the part before.
Results for CCC1(CC)Cc2ccccc2C(=O)N1 ?
H9c2 TAG inh: 17; H9c2 TAG inh DAPI viability: -14

Results for Cc1c(C)n(C(=O)CN2CCN(c3ccccc3)CC2)c2ccccc12 ?
H9c2 TAG inh: -131; H9c2 TAG inh DAPI viability: -4

How did CC(=O)N(Cc1ccc(Br)cc1)c1cccc(C)c1C do in these assays?
H9c2 TAG inh: 11; H9c2 TAG inh DAPI viability: -10

What do the screens show for `COc1cccc(C(=O)NC2CCN(C(=O)N3CCCCC3)CC2)c1`?
H9c2 TAG inh: 0; H9c2 TAG inh DAPI viability: 10

How did CSc1ncccc1C(=O)OCc1ccc(Br)cc1 do in these assays?
H9c2 TAG inh: -25; H9c2 TAG inh DAPI viability: -8

How did NC1=NC[C@H](Cc2ccc(O)cc2)N1CCc1cccc2ccccc12 do in these assays?
H9c2 TAG inh: -3; H9c2 TAG inh DAPI viability: 7

How did CN(CCc1ccccn1)c1ccc([N+](=O)[O-])cn1 do in these assays?
H9c2 TAG inh: 4; H9c2 TAG inh DAPI viability: -9

How did NC(=O)c1ccc(NC(=O)COC(=O)c2c[nH]c3ccccc23)cc1 do in these assays?
H9c2 TAG inh: -10; H9c2 TAG inh DAPI viability: -1

What do the screens show for `CC1CCCCN1CCn1c(=S)[nH]c2ncccc2c1=O` (stereo not given)?
H9c2 TAG inh: -19; H9c2 TAG inh DAPI viability: 7

How did N#CCN1C(=S)N=C(Nc2cccc(Cl)c2)C12CCCCC2 do in these assays?
H9c2 TAG inh: -1; H9c2 TAG inh DAPI viability: -7

How did CCC1C(=O)NCCN1C(=O)c1ccc(OC)c(OC2CCN(C(C)=O)CC2)c1 (stereo not given) do in these assays?
H9c2 TAG inh: 23; H9c2 TAG inh DAPI viability: -5

How did O=C(c1ccc(F)cc1)C1CCN(Cc2ccccc2)CC1 do in these assays?
H9c2 TAG inh: 3; H9c2 TAG inh DAPI viability: 4

Results for CCN(CCNC(=O)C1CCN(S(=O)(=O)c2cccc3cccnc23)CC1)c1ccccc1 ?
H9c2 TAG inh: 3; H9c2 TAG inh DAPI viability: -7

Results for Cc1nnc(SCc2ccccc2)[nH]c1=O ?
H9c2 TAG inh: -4; H9c2 TAG inh DAPI viability: -3

How did O=C(c1cccc(S(=O)(=O)N2CCCCC2)c1)N1CCOCC1 do in these assays?
H9c2 TAG inh: -29; H9c2 TAG inh DAPI viability: -1

What do the screens show for `CCOc1ccc(OCc2ccc(C(=O)NN)o2)cc1`?
H9c2 TAG inh: -7; H9c2 TAG inh DAPI viability: 1

What do the screens show for `Cc1ccc(-c2c(C#N)c(N)n(-c3ccccc3)c(=O)c2C#N)cc1`?
H9c2 TAG inh: 9; H9c2 TAG inh DAPI viability: -12

What do the screens show for `Cc1ccc(NC(=O)CSc2ccc(-c3ccc(-n4cccn4)cc3)nn2)c(C)c1`?
H9c2 TAG inh: 19; H9c2 TAG inh DAPI viability: 2

How did C=CCNCC(=O)Nc1ccccc1SCC(=O)Nc1ccsc1C(=O)OC do in these assays?
H9c2 TAG inh: 4; H9c2 TAG inh DAPI viability: -8

Results for COc1ccccc1Nc1nc(NCCCCO)nc(N2CCCC2)n1 ?
H9c2 TAG inh: 32; H9c2 TAG inh DAPI viability: -4

What do the screens show for `O=S(=O)(Nc1nccs1)c1ccc(NS(=O)(=O)c2c(F)cc(F)c(Cl)c2F)cc1`?
H9c2 TAG inh: -5; H9c2 TAG inh DAPI viability: 7

How did CCc1ccc(S(=O)(=O)Nc2ccc(-c3ccc4nncn4n3)cc2)s1 do in these assays?
H9c2 TAG inh: 3; H9c2 TAG inh DAPI viability: 4

Results for CCC(=O)N1CCC(NC(=O)Nc2ccc(OC(F)(F)F)cc2)CC1 ?
H9c2 TAG inh: 0; H9c2 TAG inh DAPI viability: -15

How did O=C1CCC(C(=O)OCC(=O)Nc2ccc(Cl)cc2C(F)(F)F)=NN1 do in these assays?
H9c2 TAG inh: 2; H9c2 TAG inh DAPI viability: 12

What do the screens show for `COc1ccccc1N(CC(=O)N1CCc2ccccc2C1)S(C)(=O)=O`?
H9c2 TAG inh: 2; H9c2 TAG inh DAPI viability: 2

How did CC1(C)Cc2c(sc3nc(SCC(=O)NCc4ccco4)n(-c4ccccc4)c(=O)c23)CS1 do in these assays?
H9c2 TAG inh: 0; H9c2 TAG inh DAPI viability: 13

What do the screens show for `CC(C)(C)C1CCC(C(=O)NNC(=O)c2ccncc2)CC1` (stereo not given)?
H9c2 TAG inh: 27; H9c2 TAG inh DAPI viability: -8

How did CC(=O)c1cccc(NC(=O)N2CCC(c3nnc(SCC(N)=O)n3C)CC2)c1 do in these assays?
H9c2 TAG inh: -2; H9c2 TAG inh DAPI viability: -3

What do the screens show for `COc1ccc(C)cc1-n1c(=O)c2ccccc2c2ccccc2c1=O`?
H9c2 TAG inh: -1; H9c2 TAG inh DAPI viability: -4

What do the screens show for `O=C1C=C(c2ccc(-c3ccccc3)c(F)c2)C[C@@H](c2ccc(F)cc2)C1`?
H9c2 TAG inh: -7; H9c2 TAG inh DAPI viability: 1

Results for CC(C(=O)NC1=NCCS1)(C(F)(F)F)C(F)(F)F ?
H9c2 TAG inh: -17; H9c2 TAG inh DAPI viability: 0

What do the screens show for `O=C1N(Cc2cccnc2)C[C@@H]2C[C@@H](c3ccc(C(F)(F)F)cc3)N3CCC[C@@]123`?
H9c2 TAG inh: 1; H9c2 TAG inh DAPI viability: 7

What do the screens show for `Cc1c(Br)ccc(NC(=O)COc2ccccc2C(N)=O)c1C`?
H9c2 TAG inh: -10; H9c2 TAG inh DAPI viability: 7

How did Cc1ccc(C(=O)N/N=C\c2ccc(-c3ccc(Cl)c(Cl)c3)o2)cn1 do in these assays?
H9c2 TAG inh: 5; H9c2 TAG inh DAPI viability: 0

How did Cn1c(-c2ccccc2Br)n[nH]c1=S do in these assays?
H9c2 TAG inh: 19; H9c2 TAG inh DAPI viability: -10

What do the screens show for `O=S(=O)(Nn1c(O)c(C=C2N=c3ccccc3=N2)sc1=S)c1ccccc1`?
H9c2 TAG inh: -1; H9c2 TAG inh DAPI viability: 11

Results for CCCCn1c(=O)[nH]c(=O)c2c1nc(COc1ccc(C#N)cc1)n2CCC ?
H9c2 TAG inh: -4; H9c2 TAG inh DAPI viability: -3

Results for CC[C@@]1(C(=O)OC)N[C@H](CN(C)C(=O)Nc2ccc(F)cc2)[C@@H]2C(=O)N(Cc3ccccc3)C(=O)[C@@H]21 ?
H9c2 TAG inh: 1; H9c2 TAG inh DAPI viability: -3

What do the screens show for `CC1(C)CC(=O)c2sc(NC(=O)CN3CCCCC3)nc2C1`?
H9c2 TAG inh: 4; H9c2 TAG inh DAPI viability: -2

What do the screens show for `CC(C)(C)C(=O)CNS(=O)(=O)c1ccc(S(=O)(=O)NC2CC2)cc1`?
H9c2 TAG inh: -4; H9c2 TAG inh DAPI viability: -3

Results for O=C(NC12CC3CC(CC(C3)C1)C2)C1CC(=O)N(c2ccccc2)C1 (stereo not given) ?
H9c2 TAG inh: -7; H9c2 TAG inh DAPI viability: 3

How did Cc1nc2nc(SCC(=O)N3CCOCC3)nn2c(C)c1Cc1c(F)cccc1Cl do in these assays?
H9c2 TAG inh: 18; H9c2 TAG inh DAPI viability: -13

What do the screens show for `C=CCOC(=O)C1=C(C)N(C)C(=O)NC1c1cc2c(cc1Br)OCO2` (stereo not given)?
H9c2 TAG inh: 15; H9c2 TAG inh DAPI viability: -5

Results for COc1cc(CN(C)Cc2cc(=O)n3ccsc3n2)ccc1OC(F)F ?
H9c2 TAG inh: -6; H9c2 TAG inh DAPI viability: -4

What do the screens show for `CCOc1ccccc1N1CCN(C(=O)C2CSC3(C)CCC(=O)N23)CC1` (stereo not given)?
H9c2 TAG inh: -2; H9c2 TAG inh DAPI viability: 0

How did O=C1c2ccccc2C(Nc2ccc3c(c2)OCCO3)N1Cc1ccc2c(c1)OCO2 (stereo not given) do in these assays?
H9c2 TAG inh: 4; H9c2 TAG inh DAPI viability: -5

How did CN(C)c1ccc(NC(=O)Nc2ccc3snnc3c2)cc1 do in these assays?
H9c2 TAG inh: -11; H9c2 TAG inh DAPI viability: 11

What do the screens show for `CSC1=N/C(=C\c2ccc(F)cc2)C(=O)S1`?
H9c2 TAG inh: 7; H9c2 TAG inh DAPI viability: -7

What do the screens show for `CCc1noc(C)c1C(=O)Nc1cc(S(=O)(=O)N2CCOCC2)ccc1OC(C)C`?
H9c2 TAG inh: 20; H9c2 TAG inh DAPI viability: -11

What do the screens show for `CC(C)(C)c1ccc(C2=CSC3=NCCN23)cc1`?
H9c2 TAG inh: 17; H9c2 TAG inh DAPI viability: -7

How did O=C(Nc1cccc(NC(=O)c2cccs2)c1)c1ccc2c(c1)OCCO2 do in these assays?
H9c2 TAG inh: 7; H9c2 TAG inh DAPI viability: 3

The list goes on, overlapping the part above by two compounds.
What do the screens show for `CC(C)(C)c1ccc(C2=CSC3=NCCN23)cc1`?
H9c2 TAG inh: 17; H9c2 TAG inh DAPI viability: -7

How did O=C(Nc1cccc(NC(=O)c2cccs2)c1)c1ccc2c(c1)OCCO2 do in these assays?
H9c2 TAG inh: 7; H9c2 TAG inh DAPI viability: 3

Results for Cn1cc(S(=O)(=O)Nc2cccc(F)c2)c(=O)n(C)c1=O ?
H9c2 TAG inh: -14; H9c2 TAG inh DAPI viability: -6

Results for CCCC[C@H]1COCCS(=O)(=O)N1Cc1ccc(Br)cc1 ?
H9c2 TAG inh: -4; H9c2 TAG inh DAPI viability: -2

Results for CCC(=O)c1cn(CC(=O)Nc2ccc(OC)cc2)c2ccccc12 ?
H9c2 TAG inh: 15; H9c2 TAG inh DAPI viability: -12

How did COc1ccc(N2CCN(c3oc(-c4ccc(OC)c(OC)c4)nc3C#N)CC2)cc1 do in these assays?
H9c2 TAG inh: -8; H9c2 TAG inh DAPI viability: -1

Results for Cc1ccc(/C=N/Nc2nnc(Cl)c3ccccc23)cc1 ?
H9c2 TAG inh: 1; H9c2 TAG inh DAPI viability: -5

How did COc1ccc2sc(-c3ccccc3OC)c(C#Cc3cncn3C)c2c1 do in these assays?
H9c2 TAG inh: -3; H9c2 TAG inh DAPI viability: 3

Results for CCN(C(=O)COC(=O)c1cccs1)c1c(N)n(Cc2ccccc2)c(=O)[nH]c1=O ?
H9c2 TAG inh: 9; H9c2 TAG inh DAPI viability: 2

What do the screens show for `Cc1ccc(-c2nn(-c3ccccc3)cc2C(=O)Nc2ccc(C(=O)O)cc2)cc1`?
H9c2 TAG inh: 6; H9c2 TAG inh DAPI viability: -6

Results for CCN(CC)S(=O)(=O)c1ccc(/C=C/C(=O)N(c2ccccn2)C2CCCCC2)cc1 ?
H9c2 TAG inh: -21; H9c2 TAG inh DAPI viability: -7

How did Cc1cc(O)c(C(C)C)cc1N=Cc1cc([N+](=O)[O-])ccc1O do in these assays?
H9c2 TAG inh: 16; H9c2 TAG inh DAPI viability: -7

Results for CCOC(=O)c1cc2c(ccn2C)n1Cc1cc(C)ccc1C ?
H9c2 TAG inh: -16; H9c2 TAG inh DAPI viability: 10

Some of these compounds in order of formula weight, lowest first.
What do the screens show for `CC(C)(C)C(=O)CNS(=O)(=O)c1ccc(S(=O)(=O)NC2CC2)cc1`?
H9c2 TAG inh: -4; H9c2 TAG inh DAPI viability: -3

What do the screens show for `O=S(=O)(Nn1c(O)c(C=C2N=c3ccccc3=N2)sc1=S)c1ccccc1`?
H9c2 TAG inh: -1; H9c2 TAG inh DAPI viability: 11

Results for CC[C@@]1(C(=O)OC)N[C@H](CN(C)C(=O)Nc2ccc(F)cc2)[C@@H]2C(=O)N(Cc3ccccc3)C(=O)[C@@H]21 ?
H9c2 TAG inh: 1; H9c2 TAG inh DAPI viability: -3

Only part of the results is shown; rates above refer to the full screens.
